# Assay outcomes from PubChem.
# HCV inh: inhibitors of hepatitis C virus infection; Potency, µM (top dose mostly 41.8 µM), for inactives: at the highest dose activity change, negative = inhibition, most hits filed as inhibitors; Huh7.5.1 HCVcc-Cre infection, luciferase reporter, 44 h; 3.4% of 340,000 active; note: potency is the fitted concentration of half-maximal effect; % is set by controls: 0 for no effect and ±100 for the full control effect
#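 Seed cells (1,000/well) for 4 h; treat with compound and infect with HCVcc-Cre, moi about 0.5. Incubate 44 h, then detect luciferase activity.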
# Pf growth 48h: P. falciparum growth inhibition at 48 hours (one generation); Potency, µM (top dose mostly 28.7 µM), without a hit: at the top dose activity change, negative = inhibition, actives largely listed as inhibitors; P. falciparum luciferase growth in erythrocytes, 48 h; 5.9% of 310,000 active; AID 504832; note: potency is the fitted concentration of half-maximal effect; % is set by controls: 0 for no effect and ±100 for the full control effect
#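 Parasite viability was followed by luminescence of a genomically integrated firefly luciferase. Cultures held 0.1% parasitemia at 2% hematocrit (final), incubated under 5% CO2 at 37 C.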
# LmPK inhibitor: blocks Leishmania mexicana pyruvate kinase activity | 0.37% of 290,000 active | Potency, µM (top dose mostly 57.5 µM), without a hit: at the top dose activity change, negative = inhibition, usual class: inhibitors | purified LmPK, Kinase-Glo ATP luminescence, 1 h | Q27686; note: potency is the fitted concentration of half-maximal effect; % is set by controls: 0 for no effect and ±100 for the full control effect
# Target sequence (Q27686 whole entry, looked up): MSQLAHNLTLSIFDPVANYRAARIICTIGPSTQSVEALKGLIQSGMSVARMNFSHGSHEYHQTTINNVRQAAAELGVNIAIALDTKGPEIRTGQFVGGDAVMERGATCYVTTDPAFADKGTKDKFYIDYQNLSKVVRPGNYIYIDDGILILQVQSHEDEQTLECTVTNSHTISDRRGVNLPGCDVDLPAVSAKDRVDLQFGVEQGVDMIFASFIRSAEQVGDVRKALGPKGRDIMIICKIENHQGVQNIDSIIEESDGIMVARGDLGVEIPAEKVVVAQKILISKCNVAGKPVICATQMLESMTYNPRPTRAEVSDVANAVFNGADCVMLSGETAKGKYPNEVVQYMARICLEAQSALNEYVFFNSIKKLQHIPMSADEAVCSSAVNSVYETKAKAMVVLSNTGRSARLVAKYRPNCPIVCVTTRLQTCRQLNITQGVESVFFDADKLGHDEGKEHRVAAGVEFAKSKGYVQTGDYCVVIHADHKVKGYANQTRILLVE
#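 ATP generated from ADP (0.1 mM) and PEP (0.5 mM) by 0.1 nM LmPK over 1 h at room temperature (pH 7.2 imidazole buffer) was detected by coupled luciferase luminescence. Values were normalized to uninhibited and no-enzyme wells.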
# Shiga inhibitor: Shiga toxin inhibition | Vero cells, Shiga toxin protein synthesis inhibition reporter | inhibition, % at 38.7 µM | 9.2% of 290,000 active; in the data active = inhibition mostly above about 28%, no sharp cut-off; inactive = mostly below about 43%; note: 0% is about no effect
# CHX counter: counter-screen hit for Shiga toxin inhibitors, cycloheximide | cell reporter, cycloheximide protein synthesis inhibition counterscreen | max response, % | 12% of 300,000 active | AID 2314; in the data active = max response mostly above about 13%, no sharp cut-off; inactive = mostly below about 14%; note: read at 38.3 µM for the half of the compounds with a filed dose; 0% is about no effect
# Tb PYK inh: inhibitors of Trypanosoma brucei pyruvate kinase. TbPYK enzyme, Kinase-Glo Plus ATP luminescence, 45 min. Potency, µM (highest dose often 76.8 µM), inactives show at the highest dose activity, negative = inhibition, usual class: inhibitors. 0.12% of 410,000 active. Q57TT1; note: potency is the fitted concentration of half-maximal effect; % is set by controls: 0 for no effect and ±100 for the full control effect; nearly all actives have a fitted effect of over 50% in size
#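 Enzyme and substrate buffer are dispensed first and compound is pin-transferred. ADP at 130 uM final then starts the reaction, which runs 45 min at room temperature. Detection reagent is added for 10 min before luminescence is imaged.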
# Pf growth 96h: P. falciparum growth inhibition at 96 hours; P. falciparum luciferase reporter growth, 96 h; 6.9% of 320,000 active; Potency, µM (series often up to 28.7 µM), for the others: at the top dose activity change, negative = inhibition, hits mostly inhibitors; AID 504834; note: potency is the fitted concentration of half-maximal effect; % is set by controls: 0 for no effect and ±100 for the full control effect
#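 P. falciparum expressing integrated firefly luciferase, in erythrocytes at 2% hematocrit, 0.05% parasitemia, incubated with compounds 96 h at 37 C, 5% CO2. Growth inhibition read as loss of luminescence; two-generation exposure targets delayed-death apicoplast inhibitors.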
# * hit, by the source's call; ? = inconclusive; . = not tested or not shown; & = joins results of further samples; [ ] = dose if it differs, or a comment. Unless noted, calls come from the whole dose curve; as a rule, active = well fitted curve in the direction sought with a large enough effect; inconclusive = small, poorly fitted or top-dose-only effect, or another doubt; inactive = no such curve, though single readings can be large; an effect the other way counts as inactive or inconclusive.
# Fields: HCV inh	Pf growth 48h	LmPK inhibitor	Shiga inhibitor	CHX counter	Tb PYK inh	Pf growth 96h
O=C(Nc1ccc(S(=O)(=O)N2CCOCC2)cc1)C1CC(=O)N(c2ccc(F)cc2)C1 (configuration not stated)
    -3%	0%	5%	-8	-1	-7%	?
COc1ccccc1N(CN1CCCC1=O)C(=O)COc1ccccc1
    4%	3%	3%	-11	-3	.	?
CCC(C)CCN1C(N(C)C)=NC[C@@H]1Cc1ccccc1 (some centres not stated)
    -35%	?	.	.	.	-1%	?
Cc1ccc(CNc2nc3c([nH]2)c(=O)n(C)c(=O)n3C)cc1
    -10%	-7%	2%	-27	-5	-7%	-4%
N#C/C(=C/c1ccc(-c2ccccc2[N+](=O)[O-])o1)C(=O)NCCN1CCCCC1
    -13%	?	6%	7	2	-2%	?
COc1cc(CN2CC=C(c3ccc(F)cc3)CC2)cc(OC)c1
    -15%	-4%	-2%	-4	-3	0%	-104%
COCCNC(=O)C(OC(=O)c1nsc(Cl)c1Cl)C(C)C (configuration not stated)
    3%	0%	1%	-7	2	4%	?
O=C(N/N=C/c1coc2ccc(Cl)cc2c1=O)c1cc(O)cc(O)c1
    -25%	12%	1%	-9	6	-6%	?
CC(=O)CC1OC(=O)C(Br)=C1NCc1ccccc1 (configuration not stated)
    ?	-2%	2%	29	22*	-24%	7.4µM*
COc1ccccc1-c1nnc(SCC(=O)OC(C)C)o1
    0%	-2%	-2%	35*	17	-2%	.
CCOC(=O)c1[nH]c(C)c(C(=O)OCC(=O)N(CC)C2CCS(=O)(=O)C2)c1C (configuration not stated)
    5%	-1%	-11%	26	-1	2%	.
Cc1ccc(S(C)(=O)=O)cc1C(=O)OCC(=O)N1CCCC1=O
    -3%	-2%	.	.	.	3%	20%
COc1ccccc1-c1ccc(SCC(=O)N2CCOCC2)nn1
    -10%	?	9%	4	9	-5%	9%
CC(C)OC(=O)c1cccc(NC(=O)c2ccccc2)c1
    ?	211%[activator]	7%	69*	26*	2%	145%[activator]
CCOc1ccc(NC(=O)CSc2nccn2Cc2ccco2)cc1
    -12%	?	-3%	41*	31*	-4%&2%	0%
CCN(CCCNC(=O)C1CCCN(S(=O)(=O)CC)C1)c1cccc(C)c1 (configuration not stated)
    -12%	?	2%	-2	-3	-7%	-97%
CCCC(=O)NC(Oc1ccc(C(C)=O)cc1)C(Cl)(Cl)Cl (configuration not stated)
    -3%	30%	1%	24	-3	0%	-14%
Cc1ccc(S(=O)(=O)NCCc2cc3ccc(C)cc3[nH]c2=O)cc1
    -8%	9%	-1%	-6	-4	-1%	5%
CN(C)c1cccc2c(S(=O)(=O)Nc3ccccn3)cccc12
    14%	-16%	2%	8	-1	3%	?
O=C(N/N=C/c1ccc(F)cc1)c1cc(-c2ccco2)nc2ccccc12
    -17%	15%	4%	14	-2	2%	0%
COc1cccc(-n2nnc3c(=O)n(CC(=O)N4CCC(Cc5ccccc5)CC4)cnc32)c1
    -16%	?	-2%	-26	-8	-7%	-12%
Cc1ccc(S(=O)(=O)N2CCCCC2C(=O)NCc2ccco2)cc1 (configuration not stated)
    -11%	?	0%	22	0	-3%	5.2µM*
CCc1nnc(NC(=O)CCC(=O)NC2CCCCCCC2)s1
    -1%	-7%	-2%	13	-1	-3%	16%
O=C1C(=O)N(CCO)C(c2ccc(Br)cc2)/C1=C(\O)c1ccccc1 (configuration not stated)
    -3%	34%[activator]	1%	-10	1	2%	-99%
CCOC1OC(=O)C(Cl)=C1Nc1cc(C)ccc1C (configuration not stated)
    6%	22%	1%	-7	-3	3%	-27%
COc1ccc(Br)cc1CN(C)CC(=O)Nc1cccc(S(N)(=O)=O)c1
    -8%	12%	6%	-15	-2	3%	-4%
COC(=O)c1ccccc1NC(=O)C(=O)NCC1CCCO1 (configuration not stated)
    -4%	55%[activator]	-14%	12	7	-4%	.
CC(=O)NC(Cc1ccc(N(CCCl)CCCl)cc1)C(=O)NCC(=O)NCC(=O)O (configuration not stated)
    -15%	-9%	3%	9	-2	-4%	-20%
O=C(O)CC1(CC(=O)Nc2ccc3ccccc3n2)CCCCC1
    17%	-4%	4%	-5	7	0%	?
O=C(O)C1Cc2c([nH]c3ccccc23)C(c2ccc3c(c2)OCO3)N1 (configuration not stated)
    -3%	3%	6%	-3	1	4%	9.3µM*

# Next results
# Fields: HCV inh	Pf growth 48h	LmPK inhibitor	Shiga inhibitor	CHX counter	Tb PYK inh	Pf growth 96h
Cc1ccc(CS(=O)(=O)CC(C)(O)c2ccc(Cl)cc2)cc1 (configuration not stated)
    6%	-15%	10%	12	2	-8%	-3%
CCOC(=O)CN1C(=O)C(Sc2n[nH]c(-c3ccc(O)cc3)n2)CCc2ccccc21 (configuration not stated)
    -16%	.	7%	-8	-2	2%	?
Cc1ccc(C)c(OCCn2c(=O)c3c(ncn3C3CCCC3)n(Cc3ccccc3)c2=O)c1
    ?	12µM*	0%	-3	-1	6%	2.6µM*
CCOc1ccc(-c2nnc3ccc(SCC(=O)Nc4cc(C)on4)nn23)cc1
    -4%	?	0%	3	-1	-6%	-31%
CCC(C)(C)c1ccc(OCCCC[n+]2cccc(C)c2)c(C(C)(C)CC)c1
    ?	2.3µM*	-1%	12	-6	-1%	?
COC(=O)[C@@H](Cc1c[nH]c2ccccc12)NC(=O)CNC(=O)c1ccccc1OC
    -11%	16%	5%	-2	-10	-4%	7%
O=C(O)c1cc(C(F)(F)F)nc2ccccc12
    6%[8.37 µM]	10%	2%	7	-1	-6%	-4%
Cc1cccc(-c2nnc(SCc3ccccc3)o2)c1
    -30%	91%[activator]	0%	92*	28*	4%	31%[activator]
CCOC(=O)N1CCN(C(=O)CN(c2cccc(C)c2)S(=O)(=O)c2ccccc2)CC1
    -3%	?	1%	-8	-7	16%	-1%
O=C(Nc1cccc(Br)c1)c1cccc(OC(=S)N2CCOCC2)c1
    ?	?	-9%	44*	41*	2%	27%
CCNC(=O)CC1SC(=Nc2ccc(C)cc2)NC1=O (configuration not stated)
    2%	29%	6%	-6	2	-4%	7%
Cc1ccc(NC(=O)CCC(=O)OC(C(=O)c2ccc(C)c(C)c2)c2ccccc2)c(C)c1 (configuration not stated)
    4%	75%[activator]	1%	14	-4	-14%	162%[activator]
O=C(CSc1nnc(-c2cccnc2)n1-c1ccccc1)N1CCN(c2ccc(F)cc2)CC1
    11%	.	-5%	-8	0	-7%	?
Cc1cccc(C)c1NC(=O)c1cccc(COc2cc(Cl)ccc2Cl)c1
    1%	?	-1%	62*	29*	-8%	?
Cc1ccccc1OCCn1cc(/C=C(\C#N)C(=O)NCc2ccco2)c2ccccc21
    -11%	6%	2%	40	11	-6%	-29%
O=C1c2ccsc2SCCN1Cc1c(Cl)cccc1Cl
    -26%	.	0%	19	-1	2%	6.6µM*
Cc1ccc(NC(=O)c2ccc3c(c2)OCCO3)nc1
    ?	-8%	.	.	.	-14%	-25%
Cc1onc(-c2ccccc2)c1CNS(=O)(=O)c1ccc(F)cc1F
    18%	8%	1%	-7	-3	1%	16%
CCOC(=O)c1sc(NC(=O)C2CSC3(C)CCC(=O)N23)nc1C (configuration not stated)
    -7%	-30%	.	.	.	0%	-34%
CC(C)CNC(=O)c1oc2ccccc2c1COc1ccccc1
    -6%	12µM*	-1%	-12	-5	-6%	10µM*
COC(=O)COc1cc(=O)oc2ccc(NS(=O)(=O)c3ccccc3)cc12
    13%	-2%	1%	-1	-1	1%	-14%
Cc1ccc(NC(=S)NC2CCN(Cc3ccccc3)CC2)cc1
    ?	?	4%	-5	-3	1%	?
Cc1ccc(CNC(=O)C2CCC(=O)N(CCc3cccc(F)c3)C2)cc1 (configuration not stated)
    -10%	11%	-3%	-8	-2	5%	96%[activator]
Cc1cc(C)c(S(=O)(=O)N2CCCOC2CNC(=O)C(=O)NCc2cccs2)c(C)c1 (configuration not stated)
    5%	-12%	0%	-8	-6	-2%	?
Cc1ccc2nc(SCC(=O)Nc3ccccc3F)nc(=O)n2c1
    ?	-17%	.	.	.	-3%	22%
O=c1[nH]c2ccccc2nc1C(Cl)c1ccccc1 (configuration not stated)
    8%	17%	11%	33	12	.	.
O=C(N/N=C/C=C/c1ccccc1)c1n[nH]c2c1CCC2
    -29%	.	6%	21	15*	3%	-18%
O=C(CCl)Nc1ccccc1Sc1ccc(Cl)cc1
    ?	.	2%	-22	-5	.	?
Cc1cc2c(C)nc(N/N=C/c3ccccc3)nc2o1
    ?	47%[activator]	-6%	14	38*	4%	?
CCOC(=O)CCCSc1nnc(CCCCCN2C(=O)c3cccc4cccc(c34)C2=O)o1
    5%	?	6%	1	5	-5%	1.9µM*

# In a second layout: results already given.
Structure,HCV inh,Pf growth 48h,LmPK inhibitor,Shiga inhibitor,CHX counter,Tb PYK inh,Pf growth 96h
CCC(C)(C)c1ccc(OCCCC[n+]2cccc(C)c2)c(C(C)(C)CC)c1,?,2.3µM*,-1%,12,-6,-1%,?
Cc1ccc(C)c(OCCn2c(=O)c3c(ncn3C3CCCC3)n(Cc3ccccc3)c2=O)c1,?,12µM*,0%,-3,-1,6%,2.6µM*
O=C(CSc1nnc(-c2cccnc2)n1-c1ccccc1)N1CCN(c2ccc(F)cc2)CC1,11%,.,-5%,-8,0,-7%,?
CCNC(=O)CC1SC(=Nc2ccc(C)cc2)NC1=O (configuration not stated),2%,29%,6%,-6,2,-4%,7%

# The list continues.
# Fields: HCV inh	Pf growth 48h	LmPK inhibitor	Shiga inhibitor	CHX counter	Tb PYK inh	Pf growth 96h
CN(C)S(=O)(=O)N(CC(=O)Nc1ccccc1C(F)(F)F)c1ccccc1
    .	?	12%	24	2	.	?
O=C(CNC(=O)C1CCCCC1)OCc1cc(=O)oc2ccc3ccccc3c12
    9%	32%[activator]	-1%	-8	0	0%	38%[activator]
Cn1nc(C(=O)NCC2CCCO2)c2ccccc2c1=O (configuration not stated)
    21%	14%	4%	-7	-1	10%	.
CCOc1ccc(C(=O)NC2CCN(CC(=O)NCc3ccccc3)CC2)cc1
    -8%	1%	-3%	-8	-5	0%	-2%
CCOC(=O)C1=C(CC)Nc2ccccc2N=C1N
    ?	11%	2%	-1	-5	-1%	?
COc1ccc(C(=O)NCc2nnc(SCC(=O)Nc3nc4ccc(C)cc4s3)o2)cc1OC
    -8%	31%[activator]	0%	30	-1	-14%	71%[activator]
COc1ccc(Cl)cc1N(CC(=O)Nc1ccccc1C(=O)N1CCOCC1)S(C)(=O)=O
    17%	-7%	-2%	-3	0	7%	-1%
CC(=NCc1ccco1)c1c(O)n(C2CCCCC2)c(=O)[nH]c1=O
    -23%	?	3%	-3	4	3%	-14%
CC(C)(C)C1CCC(OC(=O)c2ccncc2)CC1 (configuration not stated)
    27%	12µM*	-9%	3	-4	-14%	9%[5.75 µM]

# Part of the list above, in CSV form.
molecule,HCV inh,Pf growth 48h,LmPK inhibitor,Shiga inhibitor,CHX counter,Tb PYK inh,Pf growth 96h
Cc1cc2c(C)nc(N/N=C/c3ccccc3)nc2o1,?,47%[activator],-6%,14,38*,4%,?
COc1ccc(Br)cc1CN(C)CC(=O)Nc1cccc(S(N)(=O)=O)c1,-8%,12%,6%,-15,-2,3%,-4%
